# PI5P4Ka inh: blocks human PI5P4K alpha kinase activity; max response, %; PI5P4Kalpha enzyme, ADP-Glo luminescence, 60 min; hits give low values; AID 652105; 1.2% of 330,000 active; active means max response of -50% or lower; inconclusive means between -30% and -50%; inactive means -30% or higher; further: value at the top dose of about 77 µM; on the % scale 0 is the no-effect control and ±100 the full control effect
# Target sequence (P48426 whole entry, looked up): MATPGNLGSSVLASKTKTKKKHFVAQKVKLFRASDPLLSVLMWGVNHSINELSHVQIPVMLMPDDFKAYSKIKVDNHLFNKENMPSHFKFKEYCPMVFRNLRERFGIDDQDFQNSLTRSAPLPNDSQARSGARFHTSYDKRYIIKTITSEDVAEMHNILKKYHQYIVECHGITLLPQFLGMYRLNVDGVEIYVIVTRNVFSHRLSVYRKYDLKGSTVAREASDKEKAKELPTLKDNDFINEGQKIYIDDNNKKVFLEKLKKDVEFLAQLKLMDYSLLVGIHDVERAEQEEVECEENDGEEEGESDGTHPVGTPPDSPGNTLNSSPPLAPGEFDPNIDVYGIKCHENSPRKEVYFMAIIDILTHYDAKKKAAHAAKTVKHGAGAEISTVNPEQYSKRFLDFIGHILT
#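 Controls without substrate or without enzyme flank wells where PI5P4Kalpha converts substrate using 5 microM ATP (final). Incubation lasts 60 minutes at room temperature; ADP formed is read by ADP-Glo luminescence.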
# FUS yeast rescue: rescues growth of FUS-expressing yeast; S. cerevisiae FUS-expressing, growth rescue, OD600, 24 h; Potency, µM (doses to about 76.6 µM), for inactives: top-dose growth rescue (activation), usual class: activators; 0.24% of 390,000 active; AID 1347120;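 further: potency means the concentration at half of the fitted maximal effect; plate controls were DMSO vehicle for no effect and reference control for full effect; nearly all actives have a fitted effect of over 55% in size; some results filed as inactive show a strong effect at the top dose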
#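 Yeast expressing FUS under galactose induction, OD 0.005 in 2% galactose medium; compounds in a dilution series, 24 h at 30C. Growth rescue by absorbance at 600 nm; CP55940 positive control, DMSO negative.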
# EPAC1 ag: EPAC1 (human) agonism; O95398; EPAC1 agonist qHTS, biochemical assay; response scale: 100% = response to 6.5 mM cAMP; Potency, µM (highest dose often 154 µM), inactives show top-dose activation, hits mostly activators; 0.073% of 360,000 active; AID 720707; further: potency means the concentration at half of the fitted maximal effect; nearly all actives have a fitted effect of over 60% in size
#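 Multi-concentration qHTS readout: loss of Rap1B-bound BODIPY-GDP fluorescence driven by 100 nM EPAC1 with excess GDP (50 uM), monitored kinetically at room temperature; agonist response expressed relative to 6.5 mM cAMP.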
# PLK1 PBD inh: inhibitors of human PLK1 polo-box domain binding | Plk1 PBD binding of FITC phosphopeptide, fluorescence polarization | Potency, µM, without a hit: max response, negative = inhibition, most hits filed as inhibitors | 2.8% of 360,000 active | AID 720504; further: potency means the concentration at half of the fitted maximal effect; series mostly up to about 57 µM; on the % scale 0 is the no-effect control and ±100 the full control effect; nearly all actives have a fitted effect of over 65% in size
# Target sequence (P53350 whole entry, looked up, the tested form may be a part): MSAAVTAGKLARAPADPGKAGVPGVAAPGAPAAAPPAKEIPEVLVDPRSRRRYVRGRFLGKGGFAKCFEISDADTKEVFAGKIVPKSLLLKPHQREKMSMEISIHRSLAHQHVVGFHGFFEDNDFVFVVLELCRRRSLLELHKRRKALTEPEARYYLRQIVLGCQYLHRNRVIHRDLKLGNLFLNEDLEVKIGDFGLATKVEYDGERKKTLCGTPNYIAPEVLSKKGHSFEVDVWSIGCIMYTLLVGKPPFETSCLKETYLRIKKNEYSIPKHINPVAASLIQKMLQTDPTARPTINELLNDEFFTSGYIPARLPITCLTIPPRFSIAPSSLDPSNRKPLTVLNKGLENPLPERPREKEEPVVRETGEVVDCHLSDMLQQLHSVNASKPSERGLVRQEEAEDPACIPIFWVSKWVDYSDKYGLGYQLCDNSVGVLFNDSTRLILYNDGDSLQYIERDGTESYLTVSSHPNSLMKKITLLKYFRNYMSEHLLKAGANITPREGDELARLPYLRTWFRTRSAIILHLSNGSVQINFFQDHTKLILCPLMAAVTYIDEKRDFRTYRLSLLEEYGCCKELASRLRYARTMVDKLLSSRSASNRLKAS
# WRN inhibitor: WRN helicase (human) inhibition. Q14191. WRN helicase unwinding, fluorescent forked duplex, kinetic. Potency, µM (highest dose often 114 µM), inactives show at the highest dose activity change, negative = inhibition, usual class: inhibitors. 0.46% of 360,000 active. AID 651768; further: potency means the concentration at half of the fitted maximal effect; on the % scale 0 is the no-effect control and ±100 the full control effect; nearly all actives have a fitted effect of over 55% in size
#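 WRN at 20 nM final was preincubated with compound for 15 min at room temperature; reaction started with 100 nM forked duplex oligonucleotide carrying fluorophore and quencher plus 2 mM ATP (final). Unwinding followed kinetically by red fluorescence (ex 525/em 598 nm).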
# EPAC1 antagonist: EPAC1 (human) antagonism | 0.14% of 360,000 active | AID 720709 | Potency, µM (top dose mostly 115 µM), for the others: at the top dose activity change, negative = inhibition, usual class: inhibitors | O95398 | EPAC1 GEF assay, Rap1b-BODIPY-GDP exchange fluorescence;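 further: potency means the concentration at half of the fitted maximal effect; plate controls were vehicle for no effect and positive control for full effect; nearly all actives have a fitted effect of over 50% in size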
# Abeta yeast res: A-beta toxicity reversal in yeast | yeast expressing A-beta42, growth rescue, OD600, 48 h; response scale: 0% DMSO, 100% iron-clioquinol control | Potency, µM (highest dose often 46.1 µM), for the others: at the top dose growth rescue, most hits filed as activators | 0.063% of 410,000 active | AID 1347071; further: potency means the concentration at half of the fitted maximal effect; nearly all actives have a fitted effect of over 55% in size
#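 Yeast growth medium received pinned compounds, then yeast cells expressing toxic A-beta were added; plates incubated at 30 C for 48 hr. Growth read as absorbance at 600 nm, normalized to DMSO and equimolar FeCl3 plus clioquinol controls.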
# IL-2 act: activators of IL-2. IL-2 activation reporter assay, cell-based qHTS; stimulated with anti-CD3/CD4/CD28 beads; in transgenic mouse T cells. activation, % (series mostly up to about 46 µM). 0.065% of 360,000 active. AID 652025; in the data active means activation above about 50%; inconclusive means mostly about 30% to 49%; further: 0% is about no effect
#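 Unstimulated transgenic mouse T cells; 60-min compound exposure; bead-based TCR/CD4/CD28 stimulation; 18 h culture, 37 degrees C; dual fluorescence (EGFP, DsRed) plate cytometry.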
# * hit, by the source's call; ? = inconclusive; · = not tested or not shown; [ ] = remark or other dose. Unless noted, the call rests on the fitted dose curve; in most records, active means well fitted curve in the direction sought with a large enough effect; inconclusive means small, poorly fitted or top-dose-only effect, or another doubt; inactive means no such curve, though single readings can be large; an effect the other way counts as inactive or inconclusive. Random draw from the library; any-hit rate near 4.1%.
Molecule,PI5P4Ka inh,FUS yeast rescue,EPAC1 ag,PLK1 PBD inh,WRN inhibitor,EPAC1 antagonist,Abeta yeast res,IL-2 act
CCOc1ccc(CCNC(=O)COC(=O)COc2ccc(Br)cc2)cc1OCC,-7.0,·,-5.3%,6.1%,-11.8%,-10.6%,1.2%,-1.6
COc1ccc(N2C(=O)C3CCCN3C2c2cccc(Br)c2)cc1 (stereo unspecified),-0.9,-5.9%,-2.2%,-15.1%,1.4%,-10.3%,-3.7%,-2.7
COc1cccc(-n2ccn(CC(=O)NCCc3ccccc3)c(=O)c2=O)c1,1.3,9.1%,-6.5%,-7.4%,2.6%,-10.6%,7.3%,-0.9
COc1ccc(-c2cc3nc4n(c(=O)c3s2)CCC4)cc1,·,12.0%,-4.1%,-5.8%,1.2%,6.4%,1.1%,1.6
CCCCCN(C(=O)CCC(=O)OCC(=O)c1ccc(C(C)(C)C)cc1)c1c(N)n(CCCC)c(=O)[nH]c1=O,-2.3,11.9%,-13.5%,0.1%,-11.3%,-11.4%,10.9%,-0.7
Cc1cc(=O)n2[nH]c(C)cc2n1,13.2,-13.4%,3.6%,-14.1%,-2.9%[57.1 µM],-4.4%,-0.8%,-0.6
CN(C)CCOC(=O)CCc1ccccc1,-3.7,-16.6%,3.6%,5.2%,-7.6%,5.8%,5.0%,0.1
O=C(COc1ccc([N+](=O)[O-])cc1)Nc1ccncc1,-4.6,4.3%,6.5%,-10.4%,-0.4%,-10.5%,-8.5%,1.9
O=C(Nc1cccc(C(=O)O)c1)/C(=C\c1ccco1)NC(=O)c1ccccc1Cl,?,9.0%,-6.8%,-26.6%,0.3%[11.6 µM],-2.5%,-2.6%,1.6
CCOc1ccc(C2/C(=C(/O)c3ccc4c(c3)CC(C)O4)C(=O)C(=O)N2CC2CCCO2)cc1 (stereo unspecified),-0.9,11.5%,20.3%,-1.5%,0.0%,2.7%,1.3%,0.4
CN(C)CCCN(C(=O)c1ccc(S(=O)(=O)N2CCCCCC2)cc1)c1nc2c(F)cc(F)cc2s1,1.4,27.0%,?,0.6%,1.3%,4.5%,-2.4%,0.4
C=CCn1c(N)cc(=O)nc1SCC(=O)N1CCN(c2ccc(F)cc2)CC1,·,-8.6%,0.3%,-6.5%,-7.3%,0.6%,0.4%,-2.0
COc1cc(OC)c2c(-c3cccc(-c4sccc4C(C)=O)c3)cc(=O)oc2c1,10.5,23.6%,1.0%,-7.8%,-5.6%,?,7.4%,-0.6
COc1ccc(CNC(=O)CN(C(=O)c2snc(C(N)=O)c2N)c2cccc(F)c2)cc1,-0.6,-22.0%,-0.9%,6.2%,3.1%[57.1 µM],?,-14.5%,0.6
O=C(Cn1nc(C(F)F)cc1C(F)F)N/N=C/c1ccc2c(c1)OCO2,·,16.0%,3.7%,-0.1%,-1.2%,9.4%,-4.0%,0.4
O=C(COC(=O)/C=C/c1ccccc1)NCc1cccs1,-0.1,-13.9%,10.7%,-6.2%,-3.2%,-6.1%,-27.9%,-0.3
COc1ccc2c(=O)cc(-c3ccncc3)oc2c1OC,-0.3,-4.8%,3.9%,-9.6%,-1.5%,-27.0%,-7.1%,-0.9
CN(C(=O)c1cccc(N2C(=O)C3CC=CCC3C2=O)c1)C1CCCCC1 (stereo unspecified),·,-7.7%,4.3%,-3.0%,-2.1%,5.8%,-1.3%,-1.4
Cc1cc(Cl)c(OCCCN2CCCCC2)c(Br)c1,-6.5,13.2%,-0.3%,-3.0%,7.1%,-17.3%,-26.1%,-0.5
COc1cc(Nc2ccc(S(=O)(=O)N3CCN(C)CC3)cc2[N+](=O)[O-])cc(OC)c1,4.0,15.1%,6.0%,2.8%,-1.5%,2.0%,-4.5%,-0.7
Cc1cc(C)c(NC(=O)CN2CCCCCC2)c(C)c1,0.0,-24.5%,4.3%,-2.2%,3.5%,2.5%,-2.3%,-1.9
Cn1c(CN2CCN(CCO)CC2)c(C#N)c2ccccc21,2.0,9.8%,7.1%,-7.1%,0.4%,6.2%,16.4%,0.2
O=C(N/N=C/c1ccc(OCc2ccccc2)cc1)c1cccs1,-0.6,8.6%,8.7%,-9.3%,2.5%,7.8%,10.8%,-0.9
O=C(N[C@@H](Cc1ccccc1)C(=O)N1CCC2(CC1)NCCc1[nH]cnc12)c1cccc(F)c1,0.1,-21.7%,6.2%,-5.7%,-9.8%,2.1%,-22.8%,1.1
CCN(CC)c1nc2ccccc2[nH]c1=O,0.3,12.4%,-5.9%,-6.0%,-5.3%,1.1%,7.4%,0.2
O=C(Nc1cccnc1)c1ccc(N2CCOCC2)c([N+](=O)[O-])c1,4.8,-8.9%,7.4%,-12.5%,-3.6%,-13.0%,-8.4%,-0.7
CCOC(=O)[C@H]1[C@H]2COc3ccccc3[C@@H]2N2C(=O)CN(Cc3ccccc3)C(=O)[C@@]12C,7.6,15.1%,5.6%,6.3%,-10.0%,-11.9%,15.8%,0.2
O=C(C1=C[C@H](c2ccccc2)C[C@H](OCc2ccc(CO)cc2)O1)N1CCN(Cc2ccccc2)CC1,1.8,8.7%,-18.2%,-11.7%,-14.1%,-11.3%,-2.0%,-0.6
OCC1CCCN(C(=S)Nc2ccc(OC(F)F)cc2)C1 (stereo unspecified),-9.2,9.0%,-6.2%,5.7%,-20.1%[57.1 µM],26.0%,4.6%,1.8
CSc1ccccc1NC(=O)CN1CCCCC1C (stereo unspecified),11.7,-17.5%,-2.1%,21.2µM*,1.4%[57.1 µM],-15.5%,-0.3%,0.3
CCOC(=O)N1CCN(C(c2cccnc2)c2ccc3cccnc3c2O)CC1 (stereo unspecified),-22.1,·,-3.4%,5.97µM*,?,-2.4%,?,-5.2
O=C(NNC1=NCCC1)c1cccc(S(=O)(=O)N2CCCC2)c1,-1.1,21.5%,-9.5%,-3.8%,-8.4%,0.3%,-1.1%,-0.6
COc1ccc(NC(=O)CSc2ccc3nnc(-c4cccnc4)n3n2)cc1OC,-4.8,1.2%,8.9%,-14.5%,-2.6%,-6.0%,-6.1%,-2.6
CC(C)Oc1ccc2ccccc2c1CNC[C@H]1O[C@@H](n2cnc(C(N)=O)n2)[C@H](O)[C@@H]1O,5.4,-2.6%,0.3%,-14.7%,3.1%,4.8%,-5.4%,0.1
COc1cccc(CNC(=O)C2Cc3cc(S(=O)(=O)N4CCCC4)ccc3N2C(C)=O)c1OC (stereo unspecified),1.4,-1.2%,5.8%,-20.6%,-2.2%,-2.1%,8.5%,-3.3
O=C(Nc1ccc(S(=O)(=O)Nc2ccccn2)cc1)c1cccc(Br)c1,-5.7,·,7.5%,0.7%,-3.5%,-10.7%,4.6%,-1.7
COC(=O)[C@@H]1CCCN1C(=O)c1ccc(OC2CCN(Cc3ccccn3)CC2)cc1,5.1,10.7%,-5.0%,-9.6%,-6.8%,1.4%,-5.8%,0.0
Cc1ccc(OCCSCc2nnc(NC(=O)Nc3cccc(Cl)c3)s2)cc1,-3.2,-9.8%,-11.0%,10.6%,3.0%,6.9%,19.2%,-2.5
CCOC(=O)c1ccc(NC(=O)Nc2ccon2)cc1,-3.7,-8.4%,-0.9%,-6.8%,-7.9%,-11.0%,-4.4%,-0.7
C[C@H](NC(=O)Nc1cccc(C(F)(F)F)c1)C(=O)O,·,-5.4%,4.8%,-0.1%,-1.5%,13.2%,7.9%,-1.8
COC(=O)c1ccccc1NC(=O)COC(=O)/C=C/c1cccs1,1.1,-5.1%,7.6%,1.4%,-14.5%,0.4%,-2.5%,1.1
CC(OC(=O)Cc1ccc(F)cc1)C(=O)NCc1ccc2c(c1)OCO2 (stereo unspecified),-5.7,19.6%,-2.2%,3.2%,0.8%,0.1%,-4.5%,2.9
CCCCNC(=O)C1(C)CCN1C(=O)c1cncc(Br)c1 (stereo unspecified),-0.1,-31.4%,-6.2%,-7.1%,2.9%,-1.5%,-8.3%,-0.3
CC1(c2ccc(OC(F)F)cc2)NC(=O)N(CC(=O)Nc2cccc(F)c2)C1=O (stereo unspecified),6.8,-10.6%,1.9%,-10.8%,-5.2%,-25.2%,6.9%,-1.0
O=[N+]([O-])c1cccc(S(=O)(=O)NCCOc2cccc3cccnc23)c1,-1.2,·,-6.8%,5.9%,-4.9%,4.5%,2.5%,-2.1
CC1CC(NC(=O)c2c(O)nc3sccn3c2=O)CC(C)(C)C1 (stereo unspecified),5.7,-8.1%,-11.7%,-4.4%,-30.1%,-28.6%,-79.4%[inhibitor],-1.9
O=C(CSc1nnc(-c2ccccn2)o1)Nc1ccccc1Cl,5.6,1.1%,7.5%,-27.1%,-0.9%,-9.2%,-8.9%,-0.6
O=C(NCc1ccco1)C1CCN(c2nc3ccccc3n2Cc2ccccc2F)CC1,-3.0,22.3%,-10.0%,-5.5%,-9.5%,-10.4%,17.2%,1.0
COc1ccc(CC(=O)Oc2ccc(C(C)C)cc2)cc1S(=O)(=O)N1CCOCC1,-0.1,14.7%,1.7%,2.4%,-11.0%,-3.9%,18.9%,0.7
Cc1ccc(NC(=O)CCCSc2nc3ccccc3[nH]2)cc1,2.7,-5.9%,-0.8%,-9.8%,-5.9%,-7.4%,5.9%,-1.1

# Entries shown so far with a Cl atom (4):
Molecule,PI5P4Ka inh,FUS yeast rescue,EPAC1 ag,PLK1 PBD inh,WRN inhibitor,EPAC1 antagonist,Abeta yeast res,IL-2 act
O=C(Nc1cccc(C(=O)O)c1)/C(=C\c1ccco1)NC(=O)c1ccccc1Cl,?,9.0%,-6.8%,-26.6%,0.3%[11.6 µM],-2.5%,-2.6%,1.6
Cc1cc(Cl)c(OCCCN2CCCCC2)c(Br)c1,-6.5,13.2%,-0.3%,-3.0%,7.1%,-17.3%,-26.1%,-0.5
Cc1ccc(OCCSCc2nnc(NC(=O)Nc3cccc(Cl)c3)s2)cc1,-3.2,-9.8%,-11.0%,10.6%,3.0%,6.9%,19.2%,-2.5
O=C(CSc1nnc(-c2ccccn2)o1)Nc1ccccc1Cl,5.6,1.1%,7.5%,-27.1%,-0.9%,-9.2%,-8.9%,-0.6

# Screens as filed in PubChem BioAssay.
